TAG inh: inhibitors of triacylglycerol accumulation, primary screen, cell-based, uHTS, fluorescence, H9c2 | H9c2 cells, Nile Red lipid (TAG) fluorescence; cells loaded with 200 µM oleic acid | inhibition, % at 12.5 µM | 230,000 compounds, 0.66% hits;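 active = pattern-corrected inhibition of lipid staining of at least 50% with the nuclear-stain viability signal not falling by more than 50%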;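 also: 0% = DMSO wells and 100% = triacsin C control wells; some results filed as inactive read as strong as hits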
TAG inh DAPI viability: also measured in TAG inh; calls as there; DAPI nuclei signal change (viability), lower = more cytotoxic, %;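 whole-well DAPI fluorescence read on a plate reader as a viability signal; minus 50 percent equals half of cells still viable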
* hit, by the source's call.

Values run as follows: TAG inh, TAG inh DAPI viability
> COCCN(Cc1ccccc1)C(=O)C1CCN(S(=O)(=O)c2ccc3c(c2)OCCO3)CC1
  10, 3
> O=C(CN1CCC(n2nnc3cc(F)ccc32)CC1)NC1CC1
  8, -20
> COc1cc(SC)ccc1C(=O)OCC(=O)NC1CC1
  -3, 0
> Cc1cc(S(=O)(=O)n2cnc3ccccc32)c(C)cc1Cl
  0, -6
> CC1(C(=O)NS(=O)(=O)c2ccccc2)CCN1C(=O)C1(c2ccc(Cl)cc2)CCC1 (stereo not drawn)
  11, -1
> COc1ccc(N=Cc2ccc(N(CCC#N)CCC#N)cc2)cc1
  -1, -3
> CN1CCN(c2ccc(CNS(=O)(=O)c3ccc(Cl)cc3)cc2)CC1
  -11, 0
> CCN(CC(=O)Nc1ccc(NC(C)=O)cc1)C(=O)/C=C/c1c(C)nn(-c2ccc(F)cc2)c1C
  2, -9
> Cc1nnc(SCC(=O)N(C(C)C)C(C)C)[nH]c1=O
  6, 2
> Cc1sc(NC(=O)CSc2nnnn2C2CCCCC2)c(C#N)c1C
  23, -7
> CCN(CC)CCNC(=O)/C(=C/c1cn(C)c2ccccc12)NC(=O)c1ccc(OC)c(OC)c1
  5, -6
> Clc1ccc(C2[C@H]3CN(CC4CCCCC4)[C@H](c4ccccc4)C34CC2(c2ccccc2)C4)cn1 (stereo partly drawn)
  -30, 7
> CCn1c(CNC(=O)c2ccccc2F)cc2ccccc21
  -4, -1
> O=C1CC2(CCN(C(=O)C3CC(=O)N(c4ccccc4)C3)CC2)Oc2ccccc21 (stereo not drawn)
  -14, -1
> Cn1nnnc1Sc1ncnc2scc(-c3cccc4c3sc3ccccc34)c12
  44, -6
> C=CCNC(=O)c1cccc(OC2CCN(CC(C)(C)C)CC2)c1
  6, -3
> O=C(COC(=O)CCS(=O)(=O)c1ccccc1)Nc1ccccc1
  23, 5
> CCCN1C(=O)SC(CC(=O)Nc2ccc(Br)cc2)C1=O (stereo not drawn)
  -12, -1
> O=C(O)c1ccccc1C(=O)Nc1ccc(Oc2ccccc2)cc1
  1, 3
> COc1cc(-c2ccccc2)[nH]c(=S)n1
  2, -1

Another view of some results above:
COc1ccc(N=Cc2ccc(N(CCC#N)CCC#N)cc2)cc1
  TAG inh: -1	TAG inh DAPI viability: -3

CN1CCN(c2ccc(CNS(=O)(=O)c3ccc(Cl)cc3)cc2)CC1
  TAG inh: -11	TAG inh DAPI viability: 0

Arranged by length of the SMILES (lowest first): 5 of the compounds above.
Values run as follows: TAG inh, TAG inh DAPI viability
> Cc1nnc(SCC(=O)N(C(C)C)C(C)C)[nH]c1=O
  6, 2
> COc1ccc(N=Cc2ccc(N(CCC#N)CCC#N)cc2)cc1
  -1, -3
> O=C(COC(=O)CCS(=O)(=O)c1ccccc1)Nc1ccccc1
  23, 5
> O=C1CC2(CCN(C(=O)C3CC(=O)N(c4ccccc4)C3)CC2)Oc2ccccc21 (stereo not drawn)
  -14, -1
> COCCN(Cc1ccccc1)C(=O)C1CCN(S(=O)(=O)c2ccc3c(c2)OCCO3)CC1
  10, 3

Next part
Values run as follows: TAG inh, TAG inh DAPI viability
> COc1ccc2sc(-c3ccccc3OC)c(C#CC(C)(C)O)c2c1
  2, -7
> O=C(NC(=S)Nc1cccc2ncccc12)c1ccccc1
  -21, 3
> NS(=O)(=O)c1cnccc1NCCc1ccccc1
  -2, 3
> Cc1nc(C)n(CC(O)COc2ccc(C(=O)c3ccccc3)cc2)n1 (stereo not drawn)
  15, 0
> CCN(CC)CC(=O)N1N=C(c2cccs2)CC1c1ccco1 (stereo not drawn)
  -7, 2
> Cc1ccn2c(C(C)O)nnc2c1 (stereo not drawn)
  -14, -6
> Cc1cc(C)nc(SCC(=O)c2ccc(F)c(C)c2)n1
  -2, 14
> Cc1csc(OCC(=O)Nc2ccc(C)c(C)c2)n1
  -16, -3
> O=S(=O)(c1ccccc1)N1CCC(c2ccccc2)CC1
  -3, -6
> CCCC(=O)NC(NC1CCS(=O)(=O)C1)C(Cl)(Cl)Cl (stereo not drawn)
  5, -8
> CCOc1ccc(CCNC(=O)COC(=O)/C=C/c2ccccc2)cc1OCC
  33, 0
> CCCCN1C(=O)C(CC(=O)NCc2ccco2)CC(C(=O)N2CCOCC2)=C1C (stereo not drawn)
  8, 3
> COC(=O)c1ccc(COc2ccc(/C=C/C(=O)c3ccc(OC)c(CSCC(=O)O)c3)cc2OC)cc1
  10, 6
> Cc1noc(C)c1COc1ccc(C(=O)OCC(=O)Nc2ccc(S(N)(=O)=O)cc2)cc1
  -21, 11
> COc1ccccc1OCCC(=O)OCC(=O)Nc1ncc(Cl)cc1Cl
  8, -13
> Cc1ccccc1C(=O)NC(=S)NCC1CCCO1 (stereo not drawn)
  7, -8
> O=C(Nc1nnc(SCC(=O)N2CCCc3ccccc32)s1)c1ccccc1
  -2, 6
> CC(OC(=O)CCc1nc2ccccc2c(=O)[nH]1)C(=O)Nc1ccc2c(c1)OCO2 (stereo not drawn)
  -4, -2
> COc1ccc(CCC(=O)Nc2sc(C(=O)N(C)C)c(C)c2C#N)cc1
  -6, -2
> COc1ccc(N2CC(C(=O)Nc3ccccc3C(=O)NCc3ccco3)CC2=O)cc1 (stereo not drawn)
  -2, 8
> Cc1cc(NC(=O)Cn2cnc3sc(C)c(C)c3c2=O)no1
  -6, -1
> COc1ccc(-c2csc(NCCc3nc4cc(Cl)c(Cl)cc4n3CCCO)n2)cc1
  17, -1
> Cc1ccc(C2=NN(CC(=O)NCc3cccs3)C(=O)CC2)cc1
  -3, 3
> COc1ccc2sc(-c3ccc(S(C)(=O)=O)cc3)c(C#CCO)c2c1
  5, 15
> CC(C)(C)OC(=O)c1c(N)n(CCCN2CCCC2=O)c2nc3ccccc3nc12
  12, 72
> Cc1cc(=O)[nH]c(SCc2cccc(Br)c2)n1
  -9, 3
> Cc1ccc(C(=O)Nc2ccc3ccccc3c2)cc1
  -14, -4
> COc1ccc(Cn2ccnc2)cc1[N+](=O)[O-]
  -8, 3
> COc1cc2c(C(F)(F)F)c(-c3ccc(C#N)cc3)oc(=O)c2cc1OC
  -8, 2
> Cn1c(-c2ccccc2)c(/C=N/NC(=O)c2ccc(O)cc2)c2ccccc21
  4, 1
> CCOc1cc(C(=O)Nn2cnnc2)cc(OCC)c1OCC
  -3, 8
> CC(=O)Nc1cccc(-c2cc(NC(C)=O)c3ncc(-c4cccc(C(C)=O)c4)n3c2)c1
  5, 7
> CCCCNc1nnc(SCC(=O)N2CCN(S(=O)(=O)c3ccc4ccccc4c3)CC2)s1
  -5, 5
> O=C(OCC(O)CO)c1ccccc1Nc1ccnc2cc(Cl)ccc12 (stereo not drawn)
  0, 2
> CCN(c1ccccc1)S(=O)(=O)c1ccc(C(=O)Nc2cc(C)ccn2)cc1
  9, -7
> CN(C)/C=N/c1nc2nccc(-c3cccc(Cl)c3)n2n1
  9, 39
> Cc1noc(C)c1S(=O)(=O)N1CCCC(C(=O)NCC2CCCO2)C1 (stereo not drawn)
  -8, 25
> O=C(CSc1nncs1)Nc1cc(S(=O)(=O)N2CCOCC2)ccc1N1CCCC1
  3, 3
> CCOC(=O)N1CCN(C(=O)CCCCn2c(=S)[nH]c3ccsc3c2=O)CC1
  -16, -4
> COc1ccc(C)cc1NC(=O)CN1CCCC1c1ccc2c(c1)OCCCO2 (stereo not drawn)
  4, 12

Next structures
molecule	TAG inh	TAG inh DAPI viability
COc1ccc(-c2nn(-c3ccccc3)cc2N)cc1	34	26
Cc1ccc[n+](CC(=O)/C=C2\N(C)c3ccccc3C2(C)C)c1	-13	5
CCCCC(=O)NC(=S)NNC(=O)c1ccc(OC)cc1	-11	-7
CCCSc1nc(O)c(C2OC(=O)c3c2ccc(OC)c3OC)c(=O)n1-c1ccccc1 (stereo not drawn)	0	4
COc1ccc(NC(=O)c2cccc3c(-c4ccc(OC)cc4C)coc23)cc1	-4	4
O=C(NC1CCCCCC1)C(Cc1ccccc1)n1cccc1 (stereo not drawn)	-3	-2
O=C1C(=NO)C(c2ccccc2)Oc2ccccc21 (stereo not drawn)	-22	-2
COc1cc(NC(=O)COc2ccccc2[N+](=O)[O-])ccc1NC(=O)c1cccs1	-6	5
CC(=O)Nc1ccc(C2=NNC(=Nc3ccc(S(=O)(=O)N4CCOCC4)cc3)SC2)cc1	11	9
CCN(CC)S(=O)(=O)c1ccc(N2CCCC2)c(NC(=O)Cc2ccc(OC)cc2)c1	19	0
CCc1nnc(NS(=O)(=O)c2ccc(NC(=O)c3ccc(C#N)cc3)cc2)s1	-1	2
Cc1ccc(Cl)c(OCC(=O)Nc2ccc(S(=O)(=O)NC3=NCCCCC3)cc2)c1	-22	7
CC(C)CCN(C(=O)Cc1ccc(Cl)c(Cl)c1)c1c(N)n(Cc2ccccc2)c(=O)[nH]c1=O	-14	1
O=C(Nc1cccc(-c2cn3c(n2)SCC3)c1)c1ccc(Br)o1	0	15
Cc1ccc(O)c(C(=O)c2cnn(C(=O)c3cccc(S(=O)(=O)N(C)C)c3)c2)c1	-6	-5
CCC1(CC)NC(=O)N(CC(=O)N2N=C(c3ccc(Cl)cc3)CC2c2ccco2)C1=O (stereo not drawn)	4	5
CN1C(=O)CON=C1c1cccc2ccccc12	4	-1
COc1ccc(C(=O)N(c2ccccc2)c2nccc3ccccc23)cc1OC	-9	0
COC(=O)c1ccc(C(=O)N2CCCC(C)(C(=O)NS(=O)(=O)C3CC3)C2)cc1 (stereo not drawn)	-15	-2
CCOC(=O)CCCSc1nc2sc(C)c(C)c2c(=O)[nH]1	4	5
CC1CCCCC12NC(=O)N(CC(=O)N1CCc3ccccc31)C2=O (stereo not drawn)	-13	-8
CC1(C(=O)NC2CCCCC2)CCC(=O)N1Cc1ccc2c(c1)OCO2 (stereo not drawn)	3	-3
COc1ccc(NC(=O)COc2cccc3c2CCN(C)C3=O)c(OC)c1	1	2
Cc1cc(Cl)ccc1OCCCC(=O)N1CCN(S(=O)(=O)c2ccccc2)CC1	-10	-4
CC(C)c1ccc(NC(=O)Nc2nc(C(N)c3ccccc3)cs2)cc1 (stereo not drawn)	36	-10
CCc1cc2c(-c3ccccc3)cc(=O)oc2cc1OC(=O)c1cccs1	6	2
CCC(C)c1ccccc1NC(=O)COC(=O)C1=COCCO1 (stereo not drawn)	2	8
O=c1[nH]c(CSc2nnc(Nc3ccccc3)s2)nc2ccccc12	-14	5
Cc1nc2c3ccccc3[nH]c(=O)n2n1	17	-3
COc1ccccc1C1=CC(=O)C[C@H](c2ccc(Cl)cc2)C1	6	-3

Looked up by structure from above, three records:
molecule	TAG inh	TAG inh DAPI viability
CCn1c(CNC(=O)c2ccccc2F)cc2ccccc21	-4	-1
CCOC(=O)CCCSc1nc2sc(C)c(C)c2c(=O)[nH]1	4	5
CN(C)/C=N/c1nc2nccc(-c3cccc(Cl)c3)n2n1	9	39

Later entries
molecule	TAG inh	TAG inh DAPI viability
COc1ccc(OC)c(C2=CC(=O)C[C@H](c3ccc4c(c3)OCO4)C2)c1	-18	-8
CC(CC(=O)Nc1cc(S(=O)(=O)N2CCOCC2)ccc1OCC(F)(F)F)c1ccccc1 (stereo not drawn)	-6	-3
O=C(COc1ccccc1)NCCSCc1ccco1	-2	1
Cc1cc(O)cc2c1O[C@@](C)(CCC[C@@H](C)CCC[C@@H](C)CCCC(C)C)CC2	4	4
CSCCC(NC(=O)c1ccccc1)C(=O)NCCCSc1ccccc1 (stereo not drawn)	-10	-8
CC1(C)CC(=O)c2cnc(NCc3ccco3)nc2C1	-4	0
Cn1c(=O)[nH]c(=O)c2c1nc(Br)n2CCOc1ccccc1	-6	12
COc1cc(-c2nnc(COC(=O)c3ccc([N+](=O)[O-])o3)o2)cc(OC)c1OC	7	-8
COc1ccc(-c2ccc(-c3cc(=O)oc4cc(OC)c(OC)c(OC)c34)cc2)cc1OC	-11	-6
COC(=O)[C@H]1C[C@@]2(O)CN(S(=O)(=O)c3ccc(C)cc3)C[C@@]2(OC(=O)NCc2ccccc2F)C[C@H]1C(=O)OC	-36	3
Cc1ccc(-n2ncc3c(SCc4cccnc4)ncnc32)c(C)c1	-29	-4
CCn1c(CNC(=O)c2ccc3c(c2)OCO3)nnc1SCC(=O)Nc1cc(C)ccc1OC	-15	-4
CCOC(=O)CNc1nc(Cl)nc(Nc2ccccc2)n1	6	5
Cc1cc(NC(=O)c2ccc(C#N)cc2)on1	3	2
Cc1ccc2sc(N3CCN(CCNC(=O)c4ccco4)CC3)nc2c1C	2	-8

In the list so far, these have a COOH group.
molecule	TAG inh	TAG inh DAPI viability
O=C(O)c1ccccc1C(=O)Nc1ccc(Oc2ccccc2)cc1	1	3
COC(=O)c1ccc(COc2ccc(/C=C/C(=O)c3ccc(OC)c(CSCC(=O)O)c3)cc2OC)cc1	10	6

Going on with the list:
molecule	TAG inh	TAG inh DAPI viability
COc1ccc(N2CCN(C(=O)CSc3nnnn3C3CC3)CC2)cc1	-10	1
CSC(=S)N/N=C/c1ccc(N(C)C)cc1	11	-11
Cc1nc2ccccc2c(=O)n1/N=C/c1c(O)ccc2oc3c(c12)CCCC3	-16	-11
CCCCS(=O)(=O)/C=C\C1C2C=CC(C2)C1S(=O)(=O)CCCC (stereo not drawn)	-12	0
CC1=NN(c2ccccc2)C(=O)C1/C=C1\NC(=S)NC1=O (stereo not drawn)	4	-1
COC(=O)CN(c1ccc(OCc2ccccc2)cc1)S(C)(=O)=O	-4	6
COCCNC(=O)C1(C)CCCN(C(=O)c2ccccc2OC)C1 (stereo not drawn)	16	-3
OC1(c2ccc(Cl)c(Cl)c2)C[n+]2ccccc2N1Cc1ccccc1 (stereo not drawn)	42	16
NC(=O)C1=C[C@@H](c2ccc3c(c2)OCO3)C[C@@H](OCCCCO)O1	-10	-13
N=C1/C(=C\c2ccc(SCc3ccco3)o2)C(=O)N=C2SC=NN12	-18	1
COC(=O)c1cc(S(=O)(=O)NCCc2ccccc2)c[nH]1	0	9
Cn1ncc(N=Cc2c(O)ccc3ccccc23)c1C(=O)Nc1cccc(Cl)c1	10	-9

This is a subset (hit frequency here may not be typical).
